From PubChem BioAssay
TGFb SMAD3 inh = qHTS for Inhibitors of TGF-b; HepG2 CAGA-GFP TGF-b/SMAD3 reporter, GFP fluorescence, 18 h; TGF-beta stimulated, 500 pg/mL final; Potency, µM (titrated, usually from 46.1 µM), for inactives: at the top dose activity, negative = inhibition, usual class: inhibitors; actives 1.2% (n = 410,000); AID 588855, 2011; note: potency is the fitted concentration of half-maximal effect; % is set by controls: 0 for no effect and ±100 for the full control effect; nearly all actives have a fitted effect of over 65% in size
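HEPG2 CAGA-GFP cells (1000/well, DMEM with 1% FBS) were pre-incubated 2 h at 37 degrees C, given compound by pin tool, then stimulated with TGF-beta at 500 pg/mL final for 18 h before per-cell GFP fluorescence imaging.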
EPAC2 antag = qHTS for Antagonist of cAMP-regulated guanine nucleotide exchange factor 2 (EPAC2): primary screen; actives 0.18% (n = 360,000); Potency, µM (series often up to 114 µM), for inactives: at the highest dose activity, negative = inhibition, hits mostly inhibitors; Rap guanine nucleotide exchange factor 4 (Homo sapiens), Q8WZA2; EPAC2 GEF exchange of Rap1B-BODIPY-GDP, fluorescence; note: potency is the fitted concentration of half-maximal effect; % is set by controls: 0 for no effect and ±100 for the full control effect; nearly all actives have a fitted effect of over 45% in size; many of its hits are not listed in these tables
Target sequence (Q8WZA2 whole entry, looked up): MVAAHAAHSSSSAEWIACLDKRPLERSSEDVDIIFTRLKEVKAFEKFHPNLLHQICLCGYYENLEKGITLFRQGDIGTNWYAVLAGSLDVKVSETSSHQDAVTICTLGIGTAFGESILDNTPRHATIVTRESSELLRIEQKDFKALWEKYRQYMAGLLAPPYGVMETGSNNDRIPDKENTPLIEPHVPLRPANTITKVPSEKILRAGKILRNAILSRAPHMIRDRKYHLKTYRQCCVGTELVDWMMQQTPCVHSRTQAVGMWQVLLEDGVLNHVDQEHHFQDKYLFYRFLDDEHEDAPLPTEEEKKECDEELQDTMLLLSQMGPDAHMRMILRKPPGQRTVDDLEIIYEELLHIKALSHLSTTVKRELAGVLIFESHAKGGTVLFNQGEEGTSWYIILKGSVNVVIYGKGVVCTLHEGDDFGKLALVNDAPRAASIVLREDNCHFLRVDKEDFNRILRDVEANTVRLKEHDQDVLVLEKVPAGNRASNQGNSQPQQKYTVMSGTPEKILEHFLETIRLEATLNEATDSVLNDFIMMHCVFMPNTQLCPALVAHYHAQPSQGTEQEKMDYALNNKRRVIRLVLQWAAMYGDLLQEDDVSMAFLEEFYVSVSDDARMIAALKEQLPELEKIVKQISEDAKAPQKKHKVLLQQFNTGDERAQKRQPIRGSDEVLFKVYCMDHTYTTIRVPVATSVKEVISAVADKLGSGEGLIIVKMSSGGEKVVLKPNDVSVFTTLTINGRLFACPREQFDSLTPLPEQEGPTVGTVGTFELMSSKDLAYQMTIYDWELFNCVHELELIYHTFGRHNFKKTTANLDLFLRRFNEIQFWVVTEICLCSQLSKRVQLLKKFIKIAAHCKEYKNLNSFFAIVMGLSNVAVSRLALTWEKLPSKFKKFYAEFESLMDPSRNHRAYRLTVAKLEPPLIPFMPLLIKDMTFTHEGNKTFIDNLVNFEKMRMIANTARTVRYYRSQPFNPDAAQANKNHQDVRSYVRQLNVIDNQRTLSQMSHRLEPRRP
pAkt inh = HTS Assay for Inhibitors of Akt Phophorylation: Primary Screen. AID 651550, 2012. activity change, % for hits at 50 µM. actives 0.32% (n = 360,000). Neuro2A IGF-stimulated pAkt S473 HTRF, 20 min; active compounds read low; in the data active = activity change below about -80%; inconclusive = mostly about -51% to -80%; note: % is set by controls: 0 for no effect and ±100 for the full control effect
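Single-point screen (50 µM final compound) in Neuro2A cells stimulated 20 min with 6 nM IGF at 37 deg C. After lysis, Ser473-phosphorylated Akt read by HTRF (ex 330 nm, em 615/665 nm) as the 665/615 ratio.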
A549 viability = Nrf2 qHTS screen for inhibitors: counterscreen for cytotoxicity; A549 ARE-Fluc cells, CellTiter-Fluor viability, 18-24 h; Potency, µM (top dose mostly 46 µM), for inactives: at the highest dose activity change, negative = cytotoxicity, most hits filed as inhibitors; actives 0.16% (n = 390,000); note: potency is the fitted concentration of half-maximal effect; % is set by controls: 0 for no effect and ±100 for the full control effect
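A549 ARE_Fluc cells in 5% FBS OPTI-MEM were exposed to compounds in concentration-response for 18-24 h at 37 deg C. Viability was read by CellTiter-Fluor fluorescence (Ex 405/Em 525) after 30 min, before the luciferase read.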
MmCpn inh = Inhibitors of TCP-1 ring complex (TRiC) of Methanococcus maripaludis (MmCpn): qHTS; purified Mm-Cpn ATPase, ADP Transcreener TR-FRET; Potency, µM (doses to about 76.9 µM), for inactives: top-dose activity, negative = inhibition, usual class: inhibitors; actives 0.031% (n = 330,000); AID 504842, 2011; note: potency is the fitted concentration of half-maximal effect; % is set by controls: 0 for no effect and ±100 for the full control effect; nearly all actives have a fitted effect of over 80% in size
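TR-FRET (320 nm excitation; 590 and 665 nm emission) reports ADP made from 10 uM ATP by 25 nM enzyme; compounds were preincubated 10 min, reaction run 30 min, both at 37°C.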
CCT chaperon mod = High-Throughput Screening for Modulators of Cytosolic Chaperonin Activity; purified chaperonin ATPase assay, HTRF ADP detection, 30 min; activity change, % (concentration not given with the values), hits read low; actives 0.3% (n = 360,000); AID 651819, 2012; in the data active = activity change below about -30%; note: % is set by controls: 0 for no effect and ±100 for the full control effect
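ATPase activity: ADP formed was measured by HTRF Transcreener (665/615 nm ratio) after 30 min at 37 deg C with 10 uM ATP. Compounds screened at one 76 uM concentration against 40 or 20 nM TRiC in Tris pH 7.4/KCl/MgCl2/DTT buffer.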
EPAC2 agonist = qHTS for Agonist of cAMP-regulated guanine nucleotide exchange factor 4 (EPAC2): primary screen | Potency, µM (series often up to 154 µM), for the others: top-dose activation, actives largely listed as activators | EPAC2 activation, biochemical qHTS; response scale: 100% = 6.5 mM cAMP response | actives 0.079% (n = 360,000); note: potency is the fitted concentration of half-maximal effect; nearly all actives have a fitted effect of over 50% in size
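Compounds were titrated in qHTS against a Rap1B-BODIPY-GDP (250 nM) complex with EPAC2 (100 nM) and GDP (50 uM). BODIPY-GDP release tracked at 480/540 nm over 30 min at room temperature, normalized to 6.5 mM cAMP.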
Nrf2 ARE act = qHTS of Nrf2 Activators | Potency, µM (highest dose often 46.1 µM), for the others: top-dose activation, actives largely listed as activators | actives 0.31% (n = 410,000) | AREc32 ARE-luciferase reporter (MCF7-derived line), luminescence, 24 h; note: potency is the fitted concentration of half-maximal effect; % of control where 0% means no effect; nearly all actives have a fitted effect of over 65% in size
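ARE activation measured as luciferase luminescence (Steady-Glo, 30 min RT) in AREc32_Fluc cells after 24 hr compound exposure at 37 deg C, 5% CO2; cells seeded overnight at 1000/well in OPTI-MEM, 5% FBS.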
Nrf2 inh = Nrf2 qHTS screen for inhibitors; A549 ARE-Fluc reporter, luciferase luminescence, 18-24 h; Potency, µM (top dose mostly 46 µM), without a hit: at the highest dose activity change, negative = inhibition, hits mostly inhibitors; actives 2.1% (n = 360,000); AID 504444, 2011; note: potency is the fitted concentration of half-maximal effect; % is set by controls: 0 for no effect and ±100 for the full control effect; nearly all actives have a fitted effect of over 60% in size
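Nrf2 function is reported as luminescence of an ARE-controlled luciferase in A549 cells. Compounds were tested at several concentrations, and a CellTiter-Fluor read on the same wells flagged cytotoxicity.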
An asterisk follows results filed as active; i = inactive; ? = inconclusive; / = not tested or not shown; [ ] = remark or other dose. Unless noted, calls come from the whole dose curve; as a rule, active = well fitted curve in the direction sought with a large enough effect; inconclusive = small, poorly fitted or top-dose-only effect, or another doubt; inactive = no such curve, though single readings can be large; an effect the other way counts as inactive or inconclusive. Not all compounds are listed; rates above refer to the full screens.

Compound	TGFb SMAD3 inh	EPAC2 antag	pAkt inh	A549 viability	MmCpn inh	CCT chaperon mod	EPAC2 agonist	Nrf2 ARE act	Nrf2 inh
CN(NS(=O)(=O)c1ccc(Br)cc1)c1nc(C(F)(F)F)nc2ccccc12	?	1%	i	?	-2%	-9.0	3%	1.6%	21µM*
Cc1ccc(NC(=O)NNC(=O)c2cc3ccccc3cc2O)c(C)c1	-20%	0%	i	-1%	-3%	-2.5	15%	0.3%	6%
CCOC(=O)CC(=O)Nc1ccc(Br)cc1C(=O)O	0%	-7%	i	11%	1%	2.6	15%	-0.7%	/
COc1ccc(Cl)cc1NC(=O)CCN1C(=O)C2C3C=CC(C4CC34)C2C1=O (stereo not given)	-10%	1%	i	-9%	-2%	-2.2	-4%	3.5%	-7%
CN(C)S(=O)(=O)c1cccc(C(=O)NC2CCCc3ccccc32)c1 (stereo not given)	0%	2%	i	-1%	3%	-13	15%	3.0%	2%
CCOC(=O)c1c(C)cc(O)cc1O	40%	9%	i	-1%	/	-1.3	9%	3.4%	7%
C=C(CN(C)C)C(=O)c1cc(C)ccc1C	2.5µM*	-2%	i	-16%	/	-0.9	2%	?	?
Cc1cc(N2C(=O)C(=O)/C(=C(/O)c3ccc(F)cc3)C2c2ccc(F)cc2)no1 (stereo not given)	-3%	0%	i	-5%	-1%	-4.1	11%	-0.7%	?
Cc1ccc2c(c1)C(C)CC(C)(C)N2C(=O)NC1CCCCC1 (stereo not given)	-22%	9%	i	9%	-1%	-2.4	-1%	5.1%	/
Cc1ccc(S(=O)(=O)NC2=NCN(C3CCCCC3)CN2)cc1	-9%	-2%	i	-3%	0%	-3.6	7%	0.0%	-20%
Cc1ccc(NC(=O)CN(C)C(=O)CSc2nc3ccccc3c(=O)n2Cc2ccco2)cc1	0%	-2%	i	-12%	-2%	0.4	-2%	6.3%	/
C/C(=N\NC(=O)C(N)=O)c1ccc(OC(F)F)cc1	-8%	-1%	i	-2%	0%	-2.3	8%	-0.8%	0%
O=C(CSc1nnc(NC(=O)c2ccccc2F)s1)NCc1ccco1	6%	-5%	i	-1%	-6%	2.9	-1%	?	5%
CCOc1ccc(C2OC(=O)Cc3cc(OC)c(OC)cc32)cc1 (stereo not given)	0%	-1%	i	2%	2%	-1.2	7%	5.3%	-18%
COc1ccc(CCN2C(=O)C(O)=C(C(C)=O)C2c2ccccc2OC)cc1OC (stereo not given)	-21%	-4%	i	-1%	-3%	0.9	13%	0.6%	-5%
COC(=O)c1ccc(OC)c(Cn2c(=O)n(C)c(=O)c3sccc32)c1	-1%	-9%	i	2%	0%	-1.3	10%	0.6%	-16%
Cc1cc(C)c(S(=O)(=O)N2CCN(C(=O)CC(C)n3nc(C)nc3C)CC2)c(C)c1 (stereo not given)	-3%	5%	i	/	/	1.2	3%	-0.1%	/
COC(=O)c1cc(S(=O)(=O)NCc2cccs2)c[nH]1	-10%	2%	i	1%	1%	1.0	2%	-0.8%	7%
COCCN(C(=O)CSc1nnc(-c2ccc(C)cc2)n1N)c1c(N)n(Cc2ccccc2)c(=O)[nH]c1=O	4%	-5%	i	6%	-3%	-2.1	13%	-0.7%	15%
O=C(Nc1ccc(C(=O)N2CCCc3ccccc32)cc1)c1cccs1	-7%	-6%	i	?	1%	-0.7	12%	0.2%	21µM*
O=C1CCCC2=C1C(c1ccc(Br)cc1)c1c([nH]c(=S)[nH]c1=O)N2 (stereo not given)	?	11%	i	-2%	2%	-1.4	-2%	-0.2%	0%
CC(=O)Nc1ccc(S(=O)(=O)NCCc2ccccn2)cc1	3%	-2%	i	1%	1%	-8.1	13%	0.2%	-7%
Cc1ccc2nc3ccc(N4CCN(C)CC4)nn3c(=O)c2c1	9%	7%	i	-1%	-5%	-0.2	-1%	0.3%	11%
Cc1cc(C(=O)Nc2ccc(F)cc2C)cs1	-1%	5%	i	1%	1%	0.0	-1%	8.3%	?
CN(C)c1ccc(P(=O)(OC2CCCCC2)C(O)c2ccccn2)cc1 (stereo not given)	2%	-11%	i	-1%	1%	-0.8	1%	-0.5%	4%
S=c1nc2ccccc2c2nc(-c3ccccc3)[nH]n12	?	-7%	i	-1%	-2%	1.9	11%	25%	?
C=C(C)C1CC=C(C)/C(=N/NC(=S)Nc2ccccc2)C1 (stereo not given)	5%	6%	i	12%	-7%	1.7	0%	12%	0%
CCOc1ccccc1CNC(c1ccccc1)c1ccccc1	?	-21%	i	8%	0%	-1.5	20%	0.5%	1%
COc1ccc([N+](=O)[O-])c(OC)c1C(=O)NC(=O)Nc1nc(C)nc(C)n1	1%	13%	i	0%	-4%	-3.2	4%	-0.2%	3%
C=CCOc1ccc(/C=N/n2cncn2)cc1OC	0%	6%	i	-3%	0%	-1.1	0%	-0.2%	16%
O=C(c1ccc2ccccc2n1)N1CCN(c2ccccc2)CC1	0%	-1%	i	-5%	0%	-1.6	9%	4.0%	8%
O=C(O)C1Cc2[nH]cnc2C(c2ccccc2O)N1 (stereo not given)	-20%	-3%	i	6%	-1%	0.2	-9%	0.6%	3%
CC(C)OC(=O)Cn1nnc2c(cnn2-c2ccccc2)c1=O	-9%	-3%	i	0%	1%	-2.1	6%	1.9%	?
Cc1nnc(SCC(=O)Nc2sccc2C(N)=O)s1	-2%	-1%	i	4%	-1%	1.7	11%	-0.7%	4%
O=C(C1=C[C@@H](c2ccc(Br)cc2)C[C@@H](OCc2ccc(CO)cc2)O1)N1CCOCC1	-20%	-7%	i	-1%	/	-0.8	12%	-0.1%	-11%
COCCNC(=O)CSc1c2c(nc3cc(Cl)ccc13)CCCC2	?	/	/	-15%	/	/	/	12%	9%
O=C(c1nc2ccccn2c1CN1CCCC(c2nc3ccccc3o2)C1)N1CCCC1 (stereo not given)	-1%	-5%	i	2%	1%	1.8	-10%	2.9%	11%
CCN(CC)c1ccc(C=Nc2cc(C)ccc2C)c(O)c1	-13%	-8%	i	7%	1%	-0.9	11%	-0.3%	2%
CCC(SC1=NCCS1)C(=O)Nc1nnc(-c2ccccc2OC)s1 (stereo not given)	-5%	5%	i	0%	-2%	-3.0	14%	22%	-5%
CCOC(=O)c1c(N2CCCCC2)c2ccccc2[nH]c1=O	10%	3%	i	-4%	0%	-0.2	-3%	2.3%	-12%
CCOc1cccc(=O)c2c(C)n(Cc3ccco3)c(C)c12	-23%	9%	/	-3%	-7%	3.1	6%	-0.2%	3%
CCC(CC)NC(=O)c1cccc(Br)c1	8%	13%	i	7%	1%	-1.6	0%	-1.1%	-9%
COc1ccc(/C=N/NC(=O)CC#N)cc1Oc1nc(Cl)ncc1F	-4%	5%	i	1%	-1%	-1.1	9%	-0.2%	5%
Cc1ccc(NC(=O)CCC(=O)N/N=C/c2ccc([N+](=O)[O-])o2)cc1C	?	-2%	i	-20%	3%	-0.8	-3%	5.1%	?
COc1cccc(/C=C(\C#N)c2nc3ccccc3c(=O)[nH]2)c1OC	-11%	/	/	9%	/	/	/	0.4%	-15%
C#CCSc1nnc(-c2sc(-c3ccccc3)nc2C)n1C	-5%	19%	i	13%	-2%	-2.3	4%	19%	12%
COCCNc1ccc([N+](=O)[O-])cc1C(=O)Nc1cccc(C)n1	-20%	6%	i	-20%	1%	1.6	-2%	?	-6%
COc1ccc(-c2nnc(NC(=O)c3ccc(S(=O)(=O)N(C)CC4CCCO4)cc3)o2)c(OC)c1 (stereo not given)	9%	-5%	i	5%	2%	1.6	-6%	0.1%	-19%
CCCC1C(c2ccco2)NC(c2ccco2)CC1(C)O (stereo not given)	5%	-29%[57.1 µM]	i	-8%	1%	-1.3	?	0.4%	0%
COc1cc(NC(=O)C2=CC(c3ccc(F)cc3)=NS(=O)(=O)N2C)cc(OC)c1OC	0%	/	/	-8%	/	/	/	7.0%	?
CSC1=NCCN1C(=O)c1ccc2c(c1)OCO2	-1%	-4%	i	-4%	2%	-0.4	-6%	-0.3%	-7%
CCn1c(O)c(C=C2N=c3ccccc3=N2)sc1=S	13%	-2%	i	-6%	1%	-1.9	-1%	3.5%	4%
O=C(c1cc(C2CC2)nn1-c1ccccc1)N1CCN(Cc2ccccc2F)CC1	-4%	-3%	i	0%	0%	-1.5	3%	-0.6%	-23%
CC1CCN(C2=NC(=O)/C(=C/c3cccc(O)c3)S2)CC1	-2%	12%	i	1%	2%	-2.5	-3%	4.6%	16%

Part of the list above, with two lines to a compound.
Values in the order: TGFb SMAD3 inh	EPAC2 antag	pAkt inh	A549 viability	MmCpn inh	CCT chaperon mod	EPAC2 agonist	Nrf2 ARE act	Nrf2 inh
- CCn1c(O)c(C=C2N=c3ccccc3=N2)sc1=S
 : 13%	-2%	i	-6%	1%	-1.9	-1%	3.5%	4%
- COc1ccc(/C=N/NC(=O)CC#N)cc1Oc1nc(Cl)ncc1F
 : -4%	5%	i	1%	-1%	-1.1	9%	-0.2%	5%
- CCOc1cccc(=O)c2c(C)n(Cc3ccco3)c(C)c12
 : -23%	9%	/	-3%	-7%	3.1	6%	-0.2%	3%
